# Lipid storage S3: qHTS Assay for Lipid Storage Modulators in Drosophila S3 Cells; Drosophila S3 cells, BODIPY lipid droplet fluorescence, 18-24 h; cells fed with added oleic acid; lipid storage change, negative = inhibition, % at the top dose, mostly 46.1 µM; hits show Potency in µM; 0.64% of 320,000 active; AID 2685; active = well fitted inhibition curve with a large enough effect in the signal ratio, with a control signal flat, not every such curve was filed as active; inconclusive = small, poorly fitted or top-dose-only effect, or effect the other way, or a change in a side signal; the % refers to the signal ratio
#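 Drosophila S3 cells got compounds at several concentrations plus oleic acid (400 uM solution). Laser-scanning cytometry with 488 nm excitation read lipid droplets at 500-530 nm and cells at 575-640 nm. Percent activity was relative to 20 uM Triacsin C.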
# Lipid storage S3 cell count max: further read-out of Lipid storage S3, marked with its call; cell number change, %; measured here: cell count max response;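 cells counted by Cell Tracker Red CMTPX staining in the red channel; peak over a dose series mostly up to 46.1 µM; percent activity relative to internal control wells on each plate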
# The depositor's hits bear a star; i = inactive; ? = inconclusive; / = not tested or not shown. % is set by controls: 0 for no effect and ±100 for the full control effect; potency is the fitted concentration of half-maximal effect. An excerpt; the hit share may differ from the screen's.
SMILES,Lipid storage S3,Lipid storage S3 cell count max
COCCSc1nnc(NC(=O)c2ccc(NC(C)=O)cc2)s1,-7%,7
O=C(C1=C[C@@H](c2csc3ccccc23)C[C@@H](OCc2ccc(CO)cc2)O1)N1CCN(Cc2ccc3c(c2)OCO3)CC1,?,/
CC1(C)CC(=O)C=C(N2CCOCC2)C1,?,/
COc1ccc(CN2CCC(CNC(=O)NC3CCCCC3)CC2)cc1,12%,/
Cc1ccc(C2=Nc3ccccc3SC(c3cccc([N+](=O)[O-])c3)C2)cc1 (configuration not stated),?,/
Cc1cc2cc3c(cc2nc1SCC(=O)O)CCC3,-1%,11
C/C(=N\NC(=O)c1ccc(Cl)cc1)c1ccccn1,?,/
CC(=O)C1=C(O)C(=O)N(C)C1c1ccccc1[N+](=O)[O-] (configuration not stated),?,/
O=C(C[n+]1ccc(C(=O)c2ccccc2)cc1)Nc1ccc(C(F)(F)F)cc1,?,/
O=C(C[N+]1(CC#Cc2ccccc2)CCOCC1)c1ccccc1,?,/

# Part of the list above in a different format:
# Fields – Lipid storage S3 | Lipid storage S3 cell count max
- COCCSc1nnc(NC(=O)c2ccc(NC(C)=O)cc2)s1
 : -7% | 7
- O=C(C[N+]1(CC#Cc2ccccc2)CCOCC1)c1ccccc1
 : ? | /
- Cc1cc2cc3c(cc2nc1SCC(=O)O)CCC3
 : -1% | 11
- CC1(C)CC(=O)C=C(N2CCOCC2)C1
 : ? | /
- COc1ccc(CN2CCC(CNC(=O)NC3CCCCC3)CC2)cc1
 : 12% | /
- O=C(C[n+]1ccc(C(=O)c2ccccc2)cc1)Nc1ccc(C(F)(F)F)cc1
 : ? | /
- CC(=O)C1=C(O)C(=O)N(C)C1c1ccccc1[N+](=O)[O-] (configuration not stated)
 : ? | /

# Next part:
SMILES,Lipid storage S3,Lipid storage S3 cell count max
CC(=O)c1sc(NC(=O)c2ccc(F)c(F)c2)nc1C,i,12
O=C(NCC1CCCO1)c1onc(CSc2cccc3ccccc23)c1C(=O)O (configuration not stated),14%,3
CSc1cccc(NC(=O)CNS(=O)(=O)c2ccccc2)c1,17%,-3
COc1ccc(CNC(=O)COc2ccc(C(=O)c3ccc(F)cc3)cc2)cc1,i,/
N=c1n(CCN2CCOCC2)c2ccccc2n1CC(O)COc1ccccc1 (configuration not stated),4%,6
COc1ccc(S(=O)(=O)N2C(=O)/C(=C3\SC(N)=NC3=O)c3ccccc32)cc1,?,/
Cc1cc(C(=O)NCC(=O)OCC(=O)NCC2CCCO2)ccc1[N+](=O)[O-] (configuration not stated),12%,-3
Cc1ccc(/C=N/NC(=O)CSc2nc3ccccc3n2Cc2ccc(Cl)cc2)o1,?,/
CSc1ccccc1NC(=O)c1cc(-c2cccnc2)nc2ccc(Br)cc12,?,/
Cc1cc2cc(CNC(=O)Nc3ccccc3)ccc2[nH]1,-5%,-1
CC(=O)Nc1ccc(N2C(=O)CCC2=O)cc1C,25%,-25
Cc1c(Cl)cccc1NC(=O)CC1Oc2ccccc2NC1=O (configuration not stated),?,/
O=C(O)CNC(=O)/C(=C\c1ccco1)NC(=O)c1ccco1,?,/
COc1ccc(CN(C(=O)Cc2c[nH]c3ccccc23)C(C(=O)NC2CCCCC2)c2ccc(C)o2)cc1 (configuration not stated),?,/
CCN1C(=O)/C(=C\N2CCCc3ccccc32)SC1=S,?,/
C=CC(C)n1c(Br)nc2c1c(=O)[nH]c(=O)n2C (configuration not stated),15%,-14
CC(=O)Nc1ccc(S(=O)(=O)NCc2ccc(C)n2C)cc1,?,/
Fc1ccccc1NC(=S)NCCc1cccc(Cl)c1,?,/
Cc1ccc(/C=N\NC(=O)COc2ccc(C)cc2[N+](=O)[O-])cc1,?,/
COc1ccc(CCN(CC(=O)NC2CCCC2)C(=O)CCC(=O)Nc2cc(C)on2)cc1OC,1%,-16
Cc1ccc(CCNC(=O)C2CCCN(c3nc4ccccc4o3)C2)cc1 (configuration not stated),-10%,-11
COc1ccc(-c2nnc3sc(CN4C(=O)c5ccccc5C4=O)nn23)cc1,?,/
N#Cc1ccsc1NC(=O)CCN1CCN(C(c2ccccc2)c2ccccc2)CC1,10%,14
CCN(CC(=O)Nc1ccccc1C(=O)OC)S(=O)(=O)c1ccccc1,i,-16
Cc1ccc(S(=O)(=O)c2nc(S(C)(=O)=O)sc2N2CCCCC2C)cc1 (configuration not stated),?,/
O=C(Nc1ccccc1)C1CCCN(S(=O)(=O)c2ccc(-n3cnnn3)cc2)C1 (configuration not stated),?,/
C=C(C)COc1ccc(-c2nc(N)ncc2-c2ccc(Cl)cc2)c(O)c1,?,/
c1cc(CN2CCN(C3CCCCCC3)CC2)ccn1,?,/
CC(C(=O)N1CCOCC1)N1C(=O)C2C3CC(C(Br)C3Br)C2C1=O (configuration not stated),?,/
CCC(=O)c1cn(CC(=O)Nc2ccc(C)cc2)c2ccccc12,5%,18
O=[N+]([O-])c1ccccc1S(=O)(=O)N1CCN(c2ccc(F)cc2)CC1,?,/
O=C(c1ccccc1)N1CCN(C(=S)NCc2ccc3c(c2)OCO3)CC1,?,/
O=C(O)COCC(=O)NCc1csc2ccccc12,10%,3
C=C(c1ccc(OC)cc1)c1ccc(OC)cc1,?,/
O=S(=O)(NCc1cccnc1)c1ccc(Cl)c(Cl)c1Cl,15%,-12
O=C(NC1CCCc2ccccc21)c1ccc(=O)[nH]c1 (configuration not stated),-16%,6
CSc1nc(-c2ccccc2)nc(NC(=O)c2ccccc2)c1C(C)=O,-1%,-2
Cc1ccc(N(CN2CCCC2=O)C(=O)c2ccccc2)cc1,i,/
O=C(NC(=S)Nc1cc([N+](=O)[O-])ccc1O)c1ccc2c(c1)OCO2,2%,-3
CC1CCCC(NC(=O)CCCn2c(=O)[nH]c3cc(Cl)ccc3c2=O)C1C (configuration not stated),?,/
O=[N+]([O-])c1cccc2nc(-c3ccccc3)c(-c3ccccc3)nc12,?,/
Cc1cc2ncn(S(=O)(=O)c3ccc(S(=O)(=O)N4CCOCC4)cc3)c2cc1C,?,/
O=C(CNC(=O)c1ccc2c(c1)OCCO2)N/N=C/c1ccc(O)cc1O,2%,-10
O=C(Nc1ccc2c(c1)OCO2)OCc1ccccc1,?,/
O=C(CN1C(=O)/C(=C/c2ccc(F)cc2)SC1=S)N1CCN(CCc2ccccn2)CC1,?,/
COc1ccc(CNC(=O)CCC(=O)Nc2nnc(C(C)C)s2)cc1,-5%,6
Cc1ccc2c(C)c(C(=O)NCCN3CCCC(O)C3)oc2c1C (configuration not stated),?,/
Cn1c(=O)oc2cc(S(=O)(=O)N3CCC(C(=O)NCCc4ccccc4)CC3)ccc21,26%,/
O=C(c1ccccc1CCc1ccccc1)N1CCN(c2ccccn2)CC1,i,/
Cc1ccc2[nH]c3c(=O)n4c(nc3c2c1)SCC4,3%,14
# (more compounds)
SMILES,Lipid storage S3,Lipid storage S3 cell count max
Cc1cccc(CN2CCc3c([nH]c4ccccc34)C2)c1,?,/
C#CCSc1nnc(-c2cc3c(C(F)(F)F)nn(C)c3s2)n1C,-17%,11
NC(=O)c1ccc(NCCCN2CCOCC2)c([N+](=O)[O-])c1,5%,3
COCCCn1c(CCC(=O)O)ccc1-c1cccs1,?,/
CCOc1cc(C(=O)NCc2ccncc2)cc(OCC)c1OCC,?,/
C=C(C)COc1ccc(-c2[nH]ncc2Oc2ccccc2OCC)c(O)c1,?,/
CCOC(=O)N1CCC(NC(=O)CCC(=O)N2CC(C)Oc3ccccc32)CC1 (configuration not stated),?,/
CC1CCCN(C(=O)C(=O)c2cn(CC(=O)N3CCCCCC3)c3ccccc23)C1 (configuration not stated),?,/
CC(C[N+](C)(C)C)OC(N)=O (configuration not stated),2%,24
COCc1nnc(NS(=O)(=O)c2ccccc2)s1,?,/

# Some of these compounds in order of their number in Lipid storage S3 cell count max, low to high:
SMILES,Lipid storage S3,Lipid storage S3 cell count max
NC(=O)c1ccc(NCCCN2CCOCC2)c([N+](=O)[O-])c1,5%,3
C#CCSc1nnc(-c2cc3c(C(F)(F)F)nn(C)c3s2)n1C,-17%,11
CC(C[N+](C)(C)C)OC(N)=O (configuration not stated),2%,24

# As a short view, part of the list above.
SMILES,Lipid storage S3,Lipid storage S3 cell count max
CC1CCCN(C(=O)C(=O)c2cn(CC(=O)N3CCCCCC3)c3ccccc23)C1 (configuration not stated),?,/
CC(C[N+](C)(C)C)OC(N)=O (configuration not stated),2%,24
COCc1nnc(NS(=O)(=O)c2ccccc2)s1,?,/

# (further entries)
SMILES,Lipid storage S3,Lipid storage S3 cell count max
O=C(Nc1cccc(-c2cnc3ccccc3n2)c1)c1ccco1,?,/
CNC(=O)CSc1nc2c([nH]c3ccccc32)c(=O)n1CCOC,?,/
CCOC(=O)c1oc2c(c1C)C(=O)CCC2,?,/
COc1ccc(C(=O)/C=C/Nc2ccc(C)cn2)cc1OC,-7%,6
Cc1ccccc1OCC(=O)OCC(=O)NC1CC1,?,/
COC(=O)CNC(=O)/C=C/c1cc(Br)ccc1OC,-12%,5
N/C(=N\OC(=O)c1cccs1)c1ccccc1,?,/
COc1ccc(OCCCC(=O)NNC(=O)CCN2CCN(c3ccccc3)CC2)cc1,-7%,8
O=C(NC(=S)Nc1ccc2[nH]c(=O)[nH]c2c1)c1ccccc1Cl,-27%,10
Cc1c(C)c2c(OCC(=O)N3CCC[C@H]3C(=O)O)cc3c(c2oc1=O)CCC(C)(C)O3,?,/
NS(=O)(=O)c1cccc(NC(=O)COC(=O)CNC(=O)c2ccc(-c3ccccc3)cc2)c1,0%,5
CCOC(=O)c1c(S(=O)(=O)NCC2CCN(Cc3cccc(F)c3)CC2)c(C)n(C)c1C,-9%,/
C/C(=N\N1C(=O)CSC1=S)c1ccc(Br)cc1,2%,5
Cc1cc(C)c(S(=O)(=O)Nc2cnc3ccccc3c2)c(C)c1,?,/
CCOC(=O)N1CCN(CCC(=O)Nc2ccc(C)cc2)CC1,i,/
O=C(CN(Cc1ccccc1)C(=O)c1ccc2c(c1)OCCO2)NCc1ccc2c(c1)OCO2,-8%,0
CCN(c1ccccc1)S(=O)(=O)c1ccc(C(=O)Nc2ccc(C)cn2)cc1,?,/
O=C(O)/C=C/c1ccc(S(=O)(=O)Nc2ccc(OCc3ccccc3)cc2)cc1,16%,2
Cc1nnc(Oc2ccccc2)c2ccccc12,?,/
c1ccc(Cn2nnnc2C(c2ccncc2)N2CCOCC2)cc1 (configuration not stated),8%,-11
CCOc1ccc(NC(=S)NC(=O)c2cccnc2)c([N+](=O)[O-])c1,?,/
COC(=O)C1CN(C(=O)C(C)Oc2cccc(C)c2C)c2ccccc2O1 (configuration not stated),0%,20
O=C(CN1CCN(C/C=C/c2ccccc2)CC1)NCc1ccccc1,?,/
O=C(Nc1nnc(-c2ccc3c(c2)CCCC3)o1)C1CCCCC1,4%,2
O=C(Cc1ccccc1)N(c1ccc(F)cc1)C1C=CS(=O)(=O)C1 (configuration not stated),19%,9
CCCCCC(=O)Nc1nc(C)c(-c2csc(Nc3ccc(Cl)cc3)n2)s1,4%,-19
O=[N+]([O-])c1ccc([N+](=O)[O-])c(Nc2ccc(N3CCOCC3)cc2)c1,?,/
O=c1cc2c(nn1Cc1ccccc1Cl)-c1ccccc1CC2,?,/
CC(C)CCNC(=O)C(C)N(C(=O)c1snc(C(N)=O)c1N)c1cnc2ccccc2c1 (configuration not stated),4%,-8
COc1ccc(C=O)cc1C1=CC(=O)C[C@H](c2ccc(Cl)cc2)C1,?,/
Cn1c(=O)c2c(nc(NCCO)n2CCCc2ccccc2)n(C)c1=O,?,/
CCCCC(SCC(=O)Nc1ccccc1)C(=O)O (configuration not stated),?,/
CC(=O)Nc1ccc(N(CC(=O)NCC2CCCO2)C(=O)CCC(=O)Nc2cc(C)on2)cc1 (configuration not stated),?,/
Cc1ccc(Cl)cc1NC(=O)COC(=O)CC1CC2CCC1C2 (configuration not stated),?,/
CCN(CCCNC(=O)CCCCn1c(=O)[nH]c2ccccc2c1=O)c1ccccc1,1%,-1
CCNC(=O)CC1C(=O)N(CC)C(=S)N1NC(=O)c1ccc(Cl)cc1 (configuration not stated),8%,1
CCn1c2ccccc2c2cc(NC(=O)C(C)C)ccc21,-7%,11
O=C(NCCCN1CCOCC1)c1ccc2c(c1)N(Cc1ccccc1)CCS2,12%,-12
CC(C)(C)NS(=O)(=O)c1ccc(CCC(=O)Nc2cc(Cl)ccc2Oc2ccccc2)cc1,i,-6
COc1cccc(/C=C/C(=O)OCC(=O)c2c[nH]c3ccccc23)c1OC,5%,2
Clc1ccccc1-c1nc(-c2ccccc2)n[nH]1,2%,-9
O=S(=O)(Nc1ccncc1Cl)c1ccc2ccccc2c1,?,/
Cc1ccc(C)c(SCC(=O)Nc2cccc(S(=O)(=O)NC3=NCCCCC3)c2)c1,-23%,-6
COc1ccc(CCN2CC(C(=O)N(C)CCOc3ccccc3)CCC2=O)cc1 (configuration not stated),?,/
Clc1ccccc1Cc1noc(CN2CCN3CCCC3C2)n1 (configuration not stated),-14%,1
C#CCOCCOCCOCCNc1nc(N2CCN(C(=O)CCCCCCCCCCNC(=O)[C@@H](CCC(=O)O)n3cc(CCCCCN)nn3)CC2)nc(N2CCN(C(=O)CCCCCCCCCCNC(=O)[C@@H](CCC(=O)O)n3cc(CCCCCN)nn3)CC2)n1,53%,-13

# Source: PubChem BioAssay (National Center for Advancing Translational Sciences (NCATS))
